Compound activity (PubChem BioAssay)
SMARCA2 activ – SMARCA2 (BRM) function activators, primary screen, cell-based, luminescence, high throughput | MG213 cells, MMTV-luciferase reporter, dexamethasone, overnight | activation, % at 9.1 µM | hit rate 1% among 370,000 | AID 652017, 2013; in the data active = activation above about 7.8%;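 note: 0% = vehicle wells and 100% = reference activator wells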
hgDAF12 agonist – H. glycines DAF-12 receptor agonists, primary screen, cell-based, luminescence, HEK293, GAL4 fusion, UAS-luciferase; Nuclear hormone receptor DAF-12 (Heterodera glycines), GAL4 fusion; activation, % at 6.8 µM; HEK293 GAL4-hgDAF12 UAS-luciferase reporter, agonist luminescence; normalized to butyrate control; hit rate 1.8% among 370,000; AID 687014, 2013;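 active = activation above a cutoff set at the mean of all screened compounds plus 3 SD, cut at about 10% in these data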;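 note: 0% = DMSO wells and 100% = sodium butyrate wells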
hcDAF12 agonist – H. contortus DAF-12 nuclear receptor activators, primary screen, cell-based, luminescence, HEK293, lit1-tk-luc reporter | HEK293 hcDAF-12 lit1-tk-luc reporter; 0% DMSO, 100% Δ7-dafachronic acid | activation, % at 6.8 µM | hit rate 1.4% among 370,000 | AID 652067, 2013;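 active = activation above the mean of all tested compounds plus 3 SD, cut at about 5.5% in these data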;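 note: 100% = response to 3 µM Δ7-dafachronic acid high control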
PG9 Ab binder – binders of HIV-1 gp120 antibody PG9, primary screen, biochemical, TR-FRET; HIV-1 gp120 / PG9 antibody interaction; hit rate 0.43% among 360,000; TR-FRET gp120-PG9 antibody binding; inhibition, % at 6.7 µM; AID 624416, 2012; in the data active = inhibition above about 8.5%
ssDAF-12 act – S. stercoralis DAF-12 nuclear receptor activators, primary screen, cell-based, luminescence, HEK293, GRIP1 co-expression, lit1-tk-luc. Nuclear hormone receptor DAF-12 (Strongyloides stercoralis). HEK293 ssDAF-12/GRIP1 lit1-tk-luc reporter; % of 3 µM dafachronic acid response. activation, % at 6.8 µM. hit rate 1% among 370,000;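 active = activation above the mean over all tested compounds plus 3 SD, cut at about 0.9% in these data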;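 note: 0% = DMSO-only wells and 100% = 3 µM delta7-dafachronic acid wells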
FXN GAA850 act – FXN promoter activators, primary screen, cell-based, luciferase luminescence, HEK293 lucGAA850; HEK293 lucGAA850 FXN promoter luciferase reporter, 24 h; percent of 10 µM SAHA response; AID 540364, 2011; hit rate 0.56% among 360,000; activation, % at 6 µM;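 active = activation above the average of all compounds screened plus 3 SD, cutoff fixed separately per campaign, cut at about 7.5% in these data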;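 note: 0% = DMSO wells and 100% = 10 µM SAHA wells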
DAX1 inh-1 – DAX1 (NR0B1) inhibitors, primary screen, cell-based, HEK293, Gal4-DAX1, luciferase luminescence; hit rate 0.99% among 340,000; inhibition, % at 6.75 µM; Nuclear receptor subfamily 0 group B member 1 (Homo sapiens), P51843; HEK293 Gal4-DAX1 luciferase reporter; AID 504766, 2011;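 active = inhibition above the mean over all tested compounds plus 3 SD, cut at about 4.2% in these data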;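 note: 0% = DAX1-transfected cells with DMSO and 100% = empty-vector control cells with DMSO; inhibition shows as a rise in luminescence from relieved DAX1 repression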
Target sequence (P51843 207-470 limits assumed): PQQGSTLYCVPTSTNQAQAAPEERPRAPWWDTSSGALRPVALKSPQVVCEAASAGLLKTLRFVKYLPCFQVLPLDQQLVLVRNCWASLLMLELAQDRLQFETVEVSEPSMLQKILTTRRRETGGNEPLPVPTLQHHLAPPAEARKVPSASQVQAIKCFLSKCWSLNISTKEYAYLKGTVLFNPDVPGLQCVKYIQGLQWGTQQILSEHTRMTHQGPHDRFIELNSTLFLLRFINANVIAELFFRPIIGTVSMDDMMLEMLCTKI
ADAM10 inh – human ADAM10 inhibitors, primary screen, biochemical, QFRET, HTS. Disintegrin and metalloproteinase domain-containing protein 10 (Homo sapiens), O14672. recombinant ADAM10, EDANS/DABCYL FRET peptide cleavage, 3 h. inhibition, % at 7 µM. hit rate 0.62% among 370,000;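 active = inhibition above a per-campaign cutoff equal to the mean of compounds falling between control-based bounds plus 3 SD, cut at about 20% in these data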;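 note: 0% = DMSO wells while the 100% control is not disclosed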
Target sequence (O14672 214-748 limits assumed): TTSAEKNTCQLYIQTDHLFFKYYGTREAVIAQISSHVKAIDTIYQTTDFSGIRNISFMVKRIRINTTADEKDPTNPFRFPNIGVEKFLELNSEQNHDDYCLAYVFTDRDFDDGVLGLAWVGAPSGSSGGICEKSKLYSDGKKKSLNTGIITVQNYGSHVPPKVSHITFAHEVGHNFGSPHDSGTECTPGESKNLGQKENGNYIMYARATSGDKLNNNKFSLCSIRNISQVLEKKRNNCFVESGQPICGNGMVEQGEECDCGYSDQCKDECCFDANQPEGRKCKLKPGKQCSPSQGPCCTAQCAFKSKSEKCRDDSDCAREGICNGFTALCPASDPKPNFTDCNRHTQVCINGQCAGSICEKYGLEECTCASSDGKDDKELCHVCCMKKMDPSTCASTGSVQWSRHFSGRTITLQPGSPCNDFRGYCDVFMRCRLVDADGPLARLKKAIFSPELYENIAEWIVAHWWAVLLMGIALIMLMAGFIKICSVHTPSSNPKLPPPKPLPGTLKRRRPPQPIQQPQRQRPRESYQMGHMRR
NPR1 activator – GC-A stimulated cGMP production enhancers – HEK293 GC-A cells, cGMP TR-FRET, EC30 ANP, primary screen; Atrial natriuretic peptide receptor 1 (Homo sapiens), P16066; 0% at EC30 ANP, 100% saturating ANP; activation, % at 10 µM; hit rate 0.14% among 370,000; AID 1671463, 2021; in the data active = activation above about 40%
ADAM17 inh – ADAM17 inhibitors, primary screen, biochemical, QFRET | Disintegrin and metalloproteinase domain-containing protein 17 (Homo sapiens), P78536 | inhibition, % at 6.95 µM | hit rate 0.83% among 370,000 | recombinant ADAM17, EDANS/DABCYL FRET peptide cleavage | AID 720648, 2013;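 active = inhibition above the mean of compounds lying between control limits plus 3 SD, set per campaign, cut at about 8.5% in these data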;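 note: 0% = DMSO-only wells as the low control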
DAX1 inh-2 – DAX1 (NR0B1) inhibitors on StAR promoter, primary screen, cell-based, luminescence, SF-1 (NR5A1), full-length DAX-1 | HEK293T StAR-luciferase reporter, SF-1/DAX-1 repression relief | inhibition, % at 6.8 µM | hit rate 1.1% among 370,000 | AID 652010, 2013;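 active = inhibition above the mean over all tested compounds plus 3 SD, cut at about 3.6% in these data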;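 note: 0% = DAX-1 cells with DMSO and 100% = cells lacking DAX-1 with DMSO; higher inhibition means more luminescence from relief of DAX-1 repression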
* = called active by the depositor; i = inactive; . = no result given.

SMILES | SMARCA2 activ | hgDAF12 agonist | hcDAF12 agonist | PG9 Ab binder | ssDAF-12 act | FXN GAA850 act | DAX1 inh-1 | ADAM10 inh | NPR1 activator | ADAM17 inh | DAX1 inh-2
CC(C)(C)NC(=O)NC(=O)CSc1nnc(-c2ccccc2F)n1N | -3 | -2.8 | -1.4 | -0.5 | -1.3 | -1.5 | 0.7 | -5 | -2 | -9 | 0.3
Cc1ccc2nc(Cn3cc(C(F)(F)F)cc(Cl)c3=O)cc(=O)n2c1 | 1 | 2.1 | -1.5 | 0.9 | -1.7 | 0.5 | -0.5 | -20 | -1 | -8 | 1.4
Cc1cc(C(=O)COC(=O)c2ccccc2Br)c(C)n1CC1CCCO1 (stereo not drawn) | -8 | -19 | -8.1 | -0.3 | -3.7 | -15 | -5.5 | 1 | 8 | -5 | -3.9
CC1CCN(CC(=O)Nc2nccs2)CC1 | -4 | -0.9 | 2.6 | 2.0 | -1.5 | -0.5 | -0.7 | 7 | 3 | -5 | 0.1
O=C(NC1CCCCCCC1)C1CCCN(S(=O)(=O)c2cnc[nH]2)C1 (stereo not drawn) | -2 | -0.5 | 0.0 | -2.0 | -1.2 | -1.9 | -0.2 | -6 | -1 | -1 | -0.3
COc1ccccc1CNc1nc(NCc2ccccc2SC)c2sccc2n1 | -11 | -7.2 | -2.5 | 0.3 | -1.4 | -1.7 | . | 8 | -4 | 2 | -3.4
CCC(=O)N1CCC(C)(C(=O)NCc2cccc(OC)c2)C1 (stereo not drawn) | -1 | 0.4 | -1.8 | 3.0 | -1.1 | 0.4 | . | -4 | 2 | 3 | 1.2
Fc1cccc(Cl)c1-c1nnc2ccc3ccccc3n12 | 0 | -1.2 | -0.1 | -0.4 | -2.6 | 3.9 | -1.4 | -2 | 3 | -2 | -1.8
CC(C)C(=O)N1CCN(c2ccccc2NC(=O)c2ccco2)CC1 | -1 | -0.7 | 0.5 | -2.5 | -0.9 | -2.0 | -0.7 | -8 | 1 | 0 | -0.1
COc1ccc(S(=O)(=O)N2CCN(C(=O)CCc3c[nH]c4ccccc34)CC2)cc1 | -5 | -0.3 | -0.6 | -0.7 | -1.2 | -0.2 | -0.3 | -17 | -3 | 1 | -0.9
Cc1cc(C)nc(SCC(=O)N/N=C/c2cc(C)n(-c3ccccc3C)c2C)n1 | 5 | 0.0 | -1.6 | -1.4 | -1.0 | -0.7 | -2.0 | 9 | -12 | 0 | -0.1
Cc1[nH]c2ccccc2c1C(c1ccncc1)N1CCCCC1 (stereo not drawn) | 0 | -2.6 | 0.4 | -0.6 | -2.2 | 0.8 | 0.2 | -5 | -6 | 1 | -0.6
C=CC[C@@H](CC(=O)N[C@H](CO)Cc1ccccc1)C(=O)N[C@@H](COC(=O)[C@H](CC=C)CC(=O)OC(C)(C)C)Cc1ccccc1 | 1 | -4.2 | -1.9 | 1.5 | -1.7 | -5.3 | -0.8 | 14 | -7 | 6 | -0.3
CN(CC(=O)NCC(c1ccco1)N1CCCCC1)S(=O)(=O)c1ccc(Cl)cc1 (stereo not drawn) | 0 | 0.5 | 0.6 | 0.3 | -0.6 | 0.4 | -1.0 | -9 | 0 | -2 | 0.0
CCOc1ccc(CCNC(=O)C2CCN(c3nnc(-n4cccc4)s3)CC2)cc1OCC | -1 | -0.9 | -0.1 | 0.5 | -1.4 | 3.4 | -1.4 | -2 | -2 | -2 | -0.3
CCCNC(=O)c1cnc(-c2ccccc2)nc1-c1ccccc1 | 1 | -0.7 | 1.5 | 3.1 | -0.8 | 0.9 | 0.4 | 2 | 1 | 3 | -0.2
COc1ccc(-c2cc(C(=O)N3CCCC3)c3ccccc3n2)cc1 | 1 | 1.9 | 2.9 | 0.2 | 0.4 | 4.1 | -0.4 | i | 4 | i | 0.4
N#CCCN1C(=O)C2(OCCO2)c2ccccc21 | 0 | -1.2 | -0.3 | 0.4 | -1.0 | 1.1 | -0.3 | 7 | -4 | -6 | -0.1
CCOC(=O)[C@@H]1[C@H]2COc3cc(OC)ccc3[C@@H]2N2C(=O)N(c3cccc(F)c3)C(=O)[C@@]12C | 3 | 1.1 | 0.2 | 0.7 | -1.2 | 0.9 | 1.4 | 10 | -8 | -3 | 0.1
COc1ccc(S(=O)(=O)N2CCOC2CNC(=O)C(=O)NCc2ccccn2)cc1 (stereo not drawn) | 0 | -3.0 | -0.9 | 2.8 | -1.3 | -1.9 | -0.1 | 3 | 5 | -4 | -2.3
O=C(c1cc(S(=O)(=O)N2CCOCC2)ccc1Cl)N1CCC(Cc2ccccc2)CC1 | -4 | -0.1 | -1.1 | -0.4 | -1.6 | 0.6 | -0.5 | -4 | 0 | 0 | -1.7
O=C1CSC(c2cccs2)N1c1nncs1 (stereo not drawn) | 0 | -3.7 | -1.9 | 1.3 | -0.6 | . | . | 0 | 2 | -3 | 0.5
COc1ccc2oc(C(=O)NC(C)(C)C)c(C)c2c1 | 7 | 13* | 0.9 | 0.5 | -1.1 | 4.2 | 1.6 | -28 | -2 | -10 | 2.7
Cn1nnnc1SCC(=O)NC(=O)Cc1ccccc1 | -1 | 0.7 | 1.1 | 1.0 | -1.2 | 0.9 | -0.3 | 0 | 1 | -4 | 0.2
COC(=O)C(NC(=O)c1ccc(Cl)cc1)(Nc1nc(C)cs1)C(F)(F)F (stereo not drawn) | -4 | -1.8 | -0.7 | 0.1 | -1.1 | 2.6 | 0.1 | 2 | 2 | -2 | -0.6
CCOC(=O)C1=CC[C@@H](c2ccccc2)N(S(=O)(=O)c2ccc(C)cc2)[C@H]1c1ccc(C#N)cc1 | -1 | -1.7 | -1.4 | -2.4 | -1.5 | . | . | 7 | -3 | 2 | -2.2
O=C1CN(O)C=C2N=c3ccccc3=C2N1c1ccc([N+](=O)[O-])cc1 | -3 | 0.8 | -1.1 | -0.3 | -1.7 | 1.2 | 2.1 | -1 | -14 | -5 | -0.1
CCOC(=O)CSc1nnc(-c2ccoc2C)n1-c1ccc(C)cc1 | -4 | -3.2 | -1.1 | 0.1 | -1.3 | 1.7 | 0.2 | -6 | -10 | 1 | -0.3
Cc1ccc(NC(=O)c2cccnc2)cc1S(=O)(=O)N1CCOCC1 | -1 | -0.1 | 0.3 | -0.8 | -0.6 | -0.1 | 2.8 | -12 | 2 | -4 | 0.9
O=C(CCc1ccccc1)Oc1ccccc1[N+](=O)[O-] | -6 | 0.4 | 2.2 | 1.3 | -0.1 | . | . | 1 | 3 | 2 | 0.2
Cc1cc2c(cc1C)N1C(=O)c3cc4ccccc4cc3NC(=O)C1C(=O)N2 (stereo not drawn) | 0 | 0.3 | 1.2 | 9.8* | -0.6 | . | . | -19 | 0 | -6 | -1.2
COc1ccc(C(=O)NCC(=O)N2CCCCC2)cc1OC | 3 | -0.9 | -0.6 | -0.1 | -0.8 | 2.9 | 3.5 | -1 | 2 | 1 | 0.8
O=C(NCCN1C(=O)CCC1=O)c1ccncc1 | 1 | 0.6 | 0.5 | -2.2 | -1.3 | -1.0 | 1.5 | 11 | 2 | -1 | 0.2
CCN1CCN(c2ncnc3c2sc(=S)n3-c2ccccc2)CC1 | 2 | 2.4 | -1.0 | -0.3 | -0.5 | -1.3 | 3.2 | -3 | 0 | -1 | 0.3
O=C1NC(Cc2ccc(O)cc2)c2nc3cc(Cl)ccc3c(=O)n2-c2ncccc21 (stereo not drawn) | -1 | 0.1 | -1.8 | -0.5 | -0.1 | 1.4 | 1.1 | -3 | -10 | -1 | 1.7
CN(c1ccccc1)S(=O)(=O)c1ccc(C(=O)NCc2ccccc2CN2CCCC2)cc1 | 2 | -2.1 | -1.6 | 3.5 | -0.9 | 0.0 | -1.1 | -2 | -3 | -4 | 4.3*
COc1cccc(-c2ccc(NC(=O)C3CCCN(Cc4cnc(C)s4)C3)cc2)c1 (stereo not drawn) | -3 | -4.2 | -2.6 | -0.1 | -1.3 | 0.6 | -1.3 | 6 | -2 | 6 | -4.8
COc1ccc(-c2nn(-c3ccccc3)cc2C(=O)N(C)C)cc1 | 1 | 0.4 | 0.0 | 1.4 | -0.5 | 1.8 | -0.9 | 7 | 0 | 0 | 0.0
COc1ccccc1C1=NOC(C(=O)N2CCN(C(=O)c3ccco3)CC2)C1 (stereo not drawn) | -2 | 0.6 | -0.7 | 0.1 | -1.2 | -0.8 | 0.6 | -7 | 1 | 0 | 0.1
Cc1cc(C)c(NS(=O)(=O)c2ccc(Cl)c(C(=O)O)c2)c(C)c1 | -1 | 0.1 | -1.7 | 1.8 | -1.2 | 1.5 | 0.6 | 4 | 1 | -5 | -0.5
N#Cc1c(N)nc(SCC(=O)NC2CCCCC2)c(C#N)c1-c1ccc(Cl)cc1 | -3 | -1.7 | -1.8 | 18* | -1.9 | 0.7 | 2.1 | -9 | 13 | -7 | 0.1
CCc1ccc(OCC(=O)NCCOc2ccccc2)cc1 | 4 | -0.2 | -1.1 | -1.4 | -1.8 | 2.3 | 1.5 | -5 | 4 | 0 | -0.6

Arranged by length of the SMILES (descending): part of the list above
SMILES | SMARCA2 activ | hgDAF12 agonist | hcDAF12 agonist | PG9 Ab binder | ssDAF-12 act | FXN GAA850 act | DAX1 inh-1 | ADAM10 inh | NPR1 activator | ADAM17 inh | DAX1 inh-2
CN(c1ccccc1)S(=O)(=O)c1ccc(C(=O)NCc2ccccc2CN2CCCC2)cc1 | 2 | -2.1 | -1.6 | 3.5 | -0.9 | 0.0 | -1.1 | -2 | -3 | -4 | 4.3*
N#Cc1c(N)nc(SCC(=O)NC2CCCCC2)c(C#N)c1-c1ccc(Cl)cc1 | -3 | -1.7 | -1.8 | 18* | -1.9 | 0.7 | 2.1 | -9 | 13 | -7 | 0.1
COc1ccccc1C1=NOC(C(=O)N2CCN(C(=O)c3ccco3)CC2)C1 (stereo not drawn) | -2 | 0.6 | -0.7 | 0.1 | -1.2 | -0.8 | 0.6 | -7 | 1 | 0 | 0.1
COc1ccc(-c2nn(-c3ccccc3)cc2C(=O)N(C)C)cc1 | 1 | 0.4 | 0.0 | 1.4 | -0.5 | 1.8 | -0.9 | 7 | 0 | 0 | 0.0
